From PubChem
Rat MKP-3 inhibitors = inhibition of rat DUSP6 enzyme activity – biochemical, in vitro, primary screen (AID 425). recombinant MKP-3 phosphatase activity, fluorescence; higher % means a stronger effect. inhibition, % at 20 µM; hits with a dose series show IC50 in µM. 110,000 tested, 0.17% active; in the data active = inhibition above about 50%;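 note: plate controls were vehicle for no effect and reference inhibitor for full effect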
Hsp70 inhibitors = small molecules displacing fluorescent ligand from Hsp70 – biochemical, fluorescence polarization, primary screen (AID 583). 140,000 tested, 0.06% active. one-dose displacement, % at 20 µM; IC50 in µM for titrated hits. Hsp70 fluorescence polarization probe displacement, mP; higher % means a stronger effect; in the data active = displacement above about 50%;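 note: plate controls were vehicle for no effect and reference ligand for full effect; a part of the inactive calls stands beside numbers as strong as those of hits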
* marks the source's active call; other numbers are inactive results; nt = no result given; & = joins results of further samples. The list is partial (hit frequency here may not be typical).

no. | SMILES | Rat MKP-3 inhibitors | Hsp70 inhibitors
1 | COc1ccc(C=C2C(=O)NC(=O)N(c3cccc(OC)c3)C2=O)cc1 | -0.4% | 2.8%
2 | O=C(NCc1cccnc1)c1ccc(CN2CCc3ccccc3C2)cc1 | nt | 1.2%
3 | COc1cc(OC)c(OC)cc1/C=N/NC(=O)CSc1nc2ccccc2[nH]1 | 5.3% | -1.9%
4 | Cn1c(CCN2CCOCC2)nc2cc(NC(=O)COc3ccc(Cl)cc3)ccc21 | 2.0% | 1.0%
5 | CCCc1cc(=O)[nH]c(/N=C(/NC(=O)C(C)N2C(=O)c3ccccc3C2=O)Nc2ccccc2)n1 (stereo not drawn) | -5.1% | -0.3%
6 | CCOC(=O)C1=C(C)NC(C)=C(C(=O)OCC)C1C(=O)OCC(=O)N1CCc2ccccc21 | -2.2% | -0.3%
7 | Cc1nc2ccc(S(=O)(=O)NCC(=O)N3CCCCC3)cc2s1 | -3.7% | -1.3%
8 | CCc1c(C)nc(N)n2c(SCC(=O)N3CCN(c4ccccc4F)CC3)nnc12 | -10.0% | -1.1%
9 | COc1cccc(CN2CCN(C3CCCCCC3)CC2)c1OC | 0.2% | 5.7%
10 | Cc1nnc(SCCC#N)n(CCC#N)c1=O | -6.1% | 0.9%
11 | Cc1ccc2c(CC(=O)Nc3nc(C)cs3)coc2c1 | -11.3% | 2.9%
12 | CC12CCC(C(=O)O)(c3nc(C#N)c(C#N)nc31)C2(C)C (stereo not drawn) | -1.7% | 1.9%
13 | CCOC(=O)c1[nH]c2ccc(OC)cc2c1NC(=O)CCN1CCC(C)CC1 | 6.5% | -5.0%
14 | O=C(CSCc1ccc(Br)cc1)N/N=C/c1ccc(Sc2ccccn2)o1 | 1.5% | -0.4%
15 | CCC(C)c1ccc(NC(=O)c2ccc(Br)o2)c(O)c1 (stereo not drawn) | 5.6% | 0.3%
16 | CN(Cc1nc(-c2cccnc2)no1)S(=O)(=O)c1ccccc1 | -13.7% | -1.3%
17 | O=C(NCc1ccco1)/C(=C/c1cccnc1)NC(=O)c1cccc(Br)c1 | 1.8% | 5.4%
18 | O=C(NCCc1cn2ccsc2n1)c1cccs1 | -10.6% | 7.8%
19 | CC1CCN(S(=O)(=O)c2ccc(N)cc2)CC1 | 0.5% | -2.0%
20 | CCCS(=O)(=O)NCc1ccc2c(c1)cc(C)n2C | nt | 7.6%
21 | Cc1c(OCc2c(F)cccc2Cl)ccc2c3c(c(=O)oc12)CCC3 | 4.7% | -2.3%
22 | Cc1cccc(-c2noc(CN(C(=O)CCc3ccccc3)C(C)C)n2)c1 | -5.0% | 2.4%
23 | CN(C)c1ccc(/C=N/NC(=O)c2ccc(CN3CCOCC3)cc2)cc1Br | 1.2% | 3.5%
24 | COc1ccc(CCNC(=S)Nc2cc(C)cc(C)c2)cc1 | nt | -0.9%
25 | CC1SC(c2ccc(OCc3ccccc3)cc2)NC1=O (stereo not drawn) | -0.8% | 3.3%
26 | CCC(COC(C)=O)NC1=C(Cl)C(=O)c2ccccc2C1=O (stereo not drawn) | 2.8% | -2.7%
27 | COc1ccc(-n2nc3c(c2NC(=O)C2CC2)CS(=O)C3)cc1 (stereo not drawn) | 2.8% | -0.9%
28 | CCOc1ccc2oc(-c3ccccc3)c(C(=O)N3CCN(CCO)CC3)c2c1 | 2.4% | -1.5%
29 | O=C1NC(=O)C(c2cn(-c3ccccc3)nc2-c2ccc(F)cc2)N1 (stereo not drawn) | -4.2% | 1.9%
30 | O=C(NCc1cccnc1)c1ccc(=O)oc1 | -8.5% | 3.2%

(listing goes on)
no. | SMILES | Rat MKP-3 inhibitors | Hsp70 inhibitors
31 | Cc1ccc(Cn2c(=O)c3c(nc4n3CCCN4Cc3ccccc3)n(C)c2=O)cc1 | -7.3% | 3.1%
32 | O=S(=O)(c1cc(Cl)ccc1Cl)N1CCN(Cc2ccc3c(c2)OCO3)CC1 | -6.4% | -2.3%
33 | COc1cc2[nH]c(=O)n(CCC(=O)NC3CCN(Cc4ccccc4)CC3)c(=O)c2cc1OC | -5.2% | 2.0%
34 | CCC(C)(C)n1nnnc1C(c1ccccn1)N1CCN(c2cccc(OC)c2)CC1 (stereo not drawn) | nt | 0.9%
35 | CC1CN(C2CCN(S(=O)(=O)c3ccc(F)cc3)CC2)CC(C)O1 (stereo not drawn) | nt | 2.5%
36 | CC(=O)NCCN=Cc1cc2n(c1O)-c1ccccc1C2=O | -32.2% | 122.2%
37 | O=C(N1CCN(Cc2ccccc2)CC1)C(Cl)(Cl)Cl | -0.5% | 2.6%
38 | CCCn1c(=O)c(Cc2ccccc2)c(O)c2ccccc21 | -9.7% | 7.9%
39 | CCc1cc2c(=O)c(-c3nc4ccccc4s3)coc2c(CN(C)C)c1O | 1.3% | -2.2%
40 | Cc1nccn1S(=O)(=O)c1ccc2ccccc2c1 | 0.4% | -1.9%
41 | COc1cccc(OC)c1C(=O)NNC(=O)c1ccc(Cl)cc1 | 0.8% | 2.2%
42 | CS(=O)(=O)N(Cc1ccc(Cl)cc1)c1ccc(C(=O)Nc2ccc(Cl)cc2)cc1 | -0.5% | 0.0%
43 | O=C(O)[C@@H]1CCCN1c1ncnc2sc3c(c12)CCC3 | -6.7% | 1.6%
44 | N#Cc1cc(C#N)c(SCC(=O)c2ccccc2)nc1N | 4.2% | -8.6%
45 | COC(=O)C1=C(C)N(Cc2ccc(OC)cc2)C(=O)/C1=C\c1ccc([N+](=O)[O-])cc1 | 5.4% | -2.7%
46 | COc1cccc(Oc2cn[nH]c2-c2ccc(OC)cc2O)c1 | 3.5% | -4.8%
47 | Nc1nc(SCCOc2ccccc2)n[nH]1 | -9.9% | 2.6%
48 | Oc1cccc(/C=N/Nc2nncc(-c3ccccc3)n2)c1 | 0.5% | -2.1%
49 | O=C1C2C3CCCC3=C3CCCC3C2C(=O)N1c1ccc(Cl)cc1 (stereo not drawn) | 5.5% | 3.4%
50 | COc1nnc(-c2ccc(C)cc2)c2ccccc12 | 2.5% | -5.6%
51 | Cc1ccc(O)c(-c2cc(-c3ccc(C(F)(F)F)cc3)n[nH]2)c1 | 1.1% | -1.1%
52 | O=C(COC(=O)c1ccccn1)Nc1c(Cl)cccc1Cl | 3.1% | 3.9%
53 | CCOC(=O)c1c(C)[nH]c(C)c1C(=O)Cn1nnc(-c2ccccc2C)n1 | 3.7% | -4.1%
54 | c1ccc(-c2noc(-c3cccnc3)n2)cc1 | 11.0% | nt
55 | O=C(NC(NC(=O)c1ccco1)c1ccc(F)cc1)c1ccco1 | 0.5% | 3.0%
56 | CCONC(=Nc1ccccc1OC)c1nonc1N | 1.2% | -3.7%
57 | Cc1cc(=O)oc2cc(OCC3CC(c4ccc(N(C)C)cc4)=NO3)ccc12 (stereo not drawn) | -10.6% | 2.1%
58 | CSc1nc(-c2ccccc2)ccc1C(N)=O | -2.4% | 5.2%
59 | O=C1CSC(=S)N1/N=C/c1ccccc1OS(=O)(=O)c1ccccc1 | 0.9% | -3.4%
60 | CCCC(=O)C1=C(c2ccccc2)C(C#N)(C#N)C(C#N)=C1N | -3.4% | -18.6%

Continued.
no. | SMILES | Rat MKP-3 inhibitors | Hsp70 inhibitors
61 | CCc1nnc(N/N=C/c2c(Cl)cccc2Cl)n1N | -0.7% | 1.5%
62 | O=C(Nc1ccc(OCc2ccccc2)cc1)C(c1ccccc1)c1ccccc1 | 2.2% | -1.0%
63 | COCC(C)n1c(C)cc(C(=O)Cn2c(=O)oc3ccccc32)c1C (stereo not drawn) | -12.5% | -2.3%
64 | CC(=O)Nc1ccc(S(=O)(=O)n2nc(C)cc2C)cc1 | -2.1% | -2.4%
65 | COc1ccccc1NC(=O)Cc1noc(CN(C)Cc2cccs2)n1 | -3.5% | 1.0%
66 | CC(=O)NC(c1ccccc1)c1c(OC(=O)c2ccccc2)ccc2ccccc12 (stereo not drawn) | 0.6% | -0.9%
67 | COC(=O)CSc1nc2ccc(NC(=O)CSc3nnnn3Cc3ccccc3)cc2s1 | -12.0% | 1.1%
68 | Cn1c(O)c(C=NCC2CCN(C(=S)Nc3ccccc3)CC2)c(=O)n(C)c1=O | 1.2% | -4.6%
69 | CC1(C(=O)CSc2ncn[nH]2)CCC(=O)O1 (stereo not drawn) | 7.1% | 1.0%
70 | CC(=O)NN1C(=O)c2ccc(Oc3cccc([N+](=O)[O-])c3)cc2C1=O | 0.4% | 0.6%
71 | CCOC(=O)c1ccc(NC(=O)CSc2nc(C)nc3c2c(=O)n(C)c(=O)n3C)cc1 | 6.7% | 6.0%
72 | O=C(Cc1c[nH]c2ccccc12)OCC(=O)c1ccccc1 | nt | -3.1%
73 | CC1=C(C(=O)Nc2ccc(Br)cc2)C(c2ccccc2)NC(=S)N1 (stereo not drawn) | -2.0% | -7.3%
74 | Cc1nn(-c2ccccc2)c2sc(C(=O)N(CC(=O)NC(C)(C)C)Cc3ccco3)cc12 | -3.3% | 2.0%
75 | COc1cc(C2=NOC(C(=O)NCc3ccco3)C2)cc(OC)c1OC (stereo not drawn) | 1.8% | 2.5%
76 | CCCCOC(=O)CSc1nnc(N)s1 | -17.8% | 3.8%
77 | O=C1/C(=C\c2cc([N+](=O)[O-])ccc2O)SC(=S)N1c1cccc(C(F)(F)F)c1 | 1.2% | 1.0%
78 | COc1cc(NC(=O)COc2ccc(-n3cnnn3)cc2)c(OC)cc1Cl | -5.7% | 3.3%
79 | Cc1ccc2nc(N3CCN(C(=O)c4cccs4)CC3)c(C#N)cc2c1 | -10.7% | -3.0%
80 | Cc1ccccc1OCC(=O)Nc1cccc(C(F)(F)F)c1 | 0.2% | -1.4%
81 | O=C(O)C1C2CCC(O2)C1C(=O)NCc1ccc2c(c1)OCO2 (stereo not drawn) | -1.0% | 2.0%
82 | CC(C)CC(=O)N1CCN(Cc2cccc(C(F)(F)F)c2)CC1 | -0.6% | -1.2%
83 | O=C1CCC(C(=O)O)(c2ccccc2)N1c1ccccc1 (stereo not drawn) | 2.4% | -4.2%
84 | Brc1ccc(CSc2ncn[nH]2)cc1 | 0.9%&1.3%&4.1% | 5.0%&-1.8%&-1.3%
85 | CC(=O)Nc1nc(CC(=O)c2ccccc2)cs1 | 2.2% | -1.9%
86 | COc1cc(SC)ccc1C(=O)Nc1ccon1 | -12.3% | 2.9%
87 | COc1ccccc1C(=O)Nc1ncc2c(n1)CC(c1ccco1)CC2=O (stereo not drawn) | -11.4% | -0.3%
88 | COc1ccc(-n2nnnc2SCC(=O)N2CCCc3ccccc32)cc1OC | nt | 0.3%
89 | CCNC(=O)c1ccccc1NC(=O)c1cccc(S(=O)(=O)N2CCC(C)CC2)c1 | -2.3% | 3.7%
90 | O=C/C(=C\Nc1ccccn1)c1nc2ccccc2o1 | nt | 4.2%

Next section
no. | SMILES | Rat MKP-3 inhibitors | Hsp70 inhibitors
91 | Cc1ccc2c(Cl)c(C(=O)NCc3ccc(Cl)cc3)sc2c1 | 0.7% | -0.4%
92 | Cc1sc(NC(=S)NC(=O)c2ccc(C(C)(C)C)cc2)c(C#N)c1C | nt | -4.5%
93 | Cc1ccc(S(=O)(=O)NCC(=O)N(CCc2ccccc2)CC(=O)NCc2ccco2)cc1 | -4.7% | 0.5%
94 | CC1(C)C(=O)Nc2ccccc2N1C(=O)CN1C(=O)c2ccccc2C1=O | 2.6% | -3.4%
95 | Cc1ccc(-c2c(C#N)c(N)nc3c2CCCCC3)s1 | -0.1% | -2.4%
96 | COc1ccc(CNc2nc3ccccc3n2CCN2CCOCC2)cc1 | nt | -4.0%
97 | CC(C)(C)c1ccc(S(=O)(=O)/N=C2\C=CC(=O)C(Br)=C2)cc1 | 6.4% | 0.4%
98 | Cc1ccc(-c2nnc(N(C)C(=O)C3CCCO3)s2)cn1 (stereo not drawn) | 0.0% | -7.2%
99 | COc1ccccc1NC(=O)c1cc([N+](=O)[O-])ccc1Br | 4.7% | -5.6%
100 | CCc1ccc(NC(=O)Nc2cccs2)cc1 | -7.3% | 2.1%
101 | Cc1cccc(N2CCCn3c2nc2c3c(=O)n(CC(=O)OCc3ccccc3)c(=O)n2C)c1 | -13.0% | 0.2%
102 | Cc1ccc(/C(O)=C2\C(=O)C(=O)N(c3ccc(O)cc3)C2c2ccc([N+](=O)[O-])cc2)cc1 (stereo not drawn) | 1.6% | 3.2%
103 | COC(=O)C1C(c2ccccc2)N(c2ccccc2)OC1(C)O (stereo not drawn) | 22.0% | 0.2%
104 | Cc1ccc(-c2cc(C(=O)NC(C)C)c3ccccc3n2)s1 | 1.3% | 2.9%
105 | C=CCSc1nnc(-c2ccccc2NC(C)=O)c(=O)[nH]1 | -2.7% | -0.6%
106 | NS(=O)(=O)c1ccc(N=Cc2ccc(Cl)cc2)cc1 | -2.5% | 1.4%
107 | O=C(CN1C(=O)/C(=C/c2ccccc2Cl)SC1=S)Nc1cccc(O)c1 | 4.9% | 2.2%
108 | Cc1ccc(S(=O)(=O)N2CCN(C(=O)CSc3nnnn3C)C2)cc1 | -7.1% | 0.6%
109 | CCc1nnc(NC(=O)CN2C(=O)/C(=C/c3ccc(OC)c(OC)c3)SC2=S)s1 | -3.8% | -6.0%
110 | Cn1nc(-c2ccc(Cl)cc2)c2cc(C(=O)N3CCN(c4ccccc4)CC3)sc21 | -9.0% | -0.8%
111 | CCCSc1nnc(-c2c[nH]c3ccccc23)n1CC | -10.9% | 2.7%
112 | O=C(O)c1ccccc1O | nt | 1.4%
113 | Cc1ccc(NC(=O)C2CCCN2C(=O)C(C)(C)C)cc1 (stereo not drawn) | 0.2% | 0.4%
114 | O=C(CNS(=O)(=O)c1ccc(F)cc1)N1CCN(c2ccccc2)CC1 | -13.9% | 6.8%

Entries listed so far that contain a tert-butyl group (four):
no. | SMILES | Rat MKP-3 inhibitors | Hsp70 inhibitors
74 | Cc1nn(-c2ccccc2)c2sc(C(=O)N(CC(=O)NC(C)(C)C)Cc3ccco3)cc12 | -3.3% | 2.0%
92 | Cc1sc(NC(=S)NC(=O)c2ccc(C(C)(C)C)cc2)c(C#N)c1C | nt | -4.5%
97 | CC(C)(C)c1ccc(S(=O)(=O)/N=C2\C=CC(=O)C(Br)=C2)cc1 | 6.4% | 0.4%
113 | Cc1ccc(NC(=O)C2CCCN2C(=O)C(C)(C)C)cc1 (stereo not drawn) | 0.2% | 0.4%
